# Screens (PubChem)
# NCOA3 inh – inhibitors of human steroid receptor coactivator 3 (SRC3); 360,000 compounds, 0.17% hits; HEK293 GAL4-SRC3 luciferase reporter, luminescence; AID 588352; inhibition, % at 3.6 µM; Q9Y6Q9;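 active = inhibition above a per-campaign cutoff, the mean of all compounds plus 3 SD, cut at about 60% in these data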;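 also: 0% = DMSO-treated cells and 100% = gossypol-treated cells at 36 µM; higher means less SRC3-driven luciferase light from the GAL4 reporter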
# TRAIL sens C8 – caspase-8 TRAIL sensitization | 360,000 compounds, 1% hits | inhibition (viability loss, TRAIL sensitization), % at 10 µM | NB7+C8 cells + TRAIL, ATPlite viability luminescence;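 active = compounds causing at least 50% loss of cell viability in the single-dose screen, relative to plate controls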
# CF NFkB block – blocks PAF-induced NF-kB reporter in cystic fibrosis cells | 360,000 compounds, 0.86% hits | KKLEB NF-kB-GFP reporter, GFP fluorescence overnight | inhibition, % at 5 µM | AID 588850;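 active = at least 50% inhibition at 5 µM, scaled per plate between neutral and stimulator controls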;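 also: PAF is a Pseudomonas aeruginosa culture filtrate used as stimulus; plate controls were PAF-stimulated DMSO wells for no effect and unstimulated DMSO wells for full effect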
# TROY NFkB inh – TROY signaling inhibition; Q293 LMP1-TROYcd NF-kB luciferase reporter, 4 h; inhibition, % at 10 µM; 360,000 compounds, 0.98% hits;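 active = compounds whose plate-normalised and pattern-corrected inhibition of the luciferase reporter signal at the single screening dose is 50% or more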
# NR2F2 inh – blocks human COUP-TFII nuclear receptor | inhibition, % at 8.6 µM | HEK293T NGFI-A luciferase reporter, luminescence | 370,000 compounds, 0.7% hits | P24468;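 active = inhibition above a per-plate cutoff, mean inhibition of test wells between control levels plus 3 SD, cut at about 38% in these data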;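 also: cells cotransfected with COUP-TFII expression vector driving the NGFI-A reporter; 0% = median of COUP-TF2 test wells and 100% = reporter-only cells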
# Target sequence (P24468 whole entry, looked up): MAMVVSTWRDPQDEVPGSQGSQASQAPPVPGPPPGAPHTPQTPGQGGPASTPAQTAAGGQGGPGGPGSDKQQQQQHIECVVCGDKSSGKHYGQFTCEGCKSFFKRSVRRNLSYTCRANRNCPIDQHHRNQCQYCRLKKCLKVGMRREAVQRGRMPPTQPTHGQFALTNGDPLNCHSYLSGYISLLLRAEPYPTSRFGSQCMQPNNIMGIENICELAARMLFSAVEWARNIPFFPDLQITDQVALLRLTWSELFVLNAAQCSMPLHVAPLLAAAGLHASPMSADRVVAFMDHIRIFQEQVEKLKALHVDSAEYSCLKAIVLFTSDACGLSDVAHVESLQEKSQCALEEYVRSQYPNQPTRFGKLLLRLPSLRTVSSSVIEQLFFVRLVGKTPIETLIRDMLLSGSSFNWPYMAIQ
# SRC1 inh – human NCOA1 inhibition | HEK293 GAL4-SRC1 luciferase reporter, luminescence | inhibition, % at 3.6 µM | 360,000 compounds, 0.12% hits;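 active = inhibition above the campaign mean plus 3 SD, with each screening campaign given its own cutoff, cut at about 60% in these data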;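 also: 0% = DMSO treated cells and 100% = gossypol at 36 µM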
# KKLEB tox – CF airway cell cytotoxicity counter-screen | KKLEB CF airway cells viability, ATPlite luminescence, overnight; hits give low values; cells stimulated with P. aeruginosa culture filtrate | activity change (cytotoxicity), % at 5 µM | 360,000 compounds, 0.36% hits | AID 602141;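 active = corrected activity change at or below -50% at 5 µM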
# TWEAK-Fn14 inh – blocks TWEAK-Fn14 interaction in a reporter cell assay; TWEAK-stimulated Fn14 reporter cells, luciferase luminescence, 8 h; inhibition, % at 10 µM; 360,000 compounds, 2% hits; in the data active = inhibition above about 50%
# NR5A2 inv ag – NR5A2 inverse agonism in reporter assay; AID 602396; O00482; inhibition, % at 3.6 µM; HEK293T StAR-luciferase reporter, LRH-1 transfected, 24 h; 360,000 compounds, 0.13% hits;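 active = inhibition above the mean inhibition of all tested compounds plus 3 SD, cut at about 73% in these data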;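 also: 0% = DMSO wells and 100% = reporter-only cells lacking LRH-1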
# Target sequence (O00482 whole entry, looked up): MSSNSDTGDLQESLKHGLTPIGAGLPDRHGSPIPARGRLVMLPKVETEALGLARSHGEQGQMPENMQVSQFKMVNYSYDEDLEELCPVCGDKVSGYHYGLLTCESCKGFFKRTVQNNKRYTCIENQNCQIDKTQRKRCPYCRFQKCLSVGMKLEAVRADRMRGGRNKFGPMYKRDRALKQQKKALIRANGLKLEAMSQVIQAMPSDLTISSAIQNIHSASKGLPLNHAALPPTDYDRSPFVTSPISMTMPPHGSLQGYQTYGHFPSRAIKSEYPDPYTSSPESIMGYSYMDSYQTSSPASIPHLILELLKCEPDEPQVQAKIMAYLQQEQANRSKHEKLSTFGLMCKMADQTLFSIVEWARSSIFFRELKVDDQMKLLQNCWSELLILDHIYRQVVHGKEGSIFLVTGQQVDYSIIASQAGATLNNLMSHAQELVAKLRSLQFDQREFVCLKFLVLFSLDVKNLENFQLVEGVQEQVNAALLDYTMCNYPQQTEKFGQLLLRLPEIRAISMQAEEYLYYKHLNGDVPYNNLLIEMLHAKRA
# Shn3 3UTR inh – Schnurri-3 reporter inhibition in Clone20 osteoblasts. Clone20 osteoblast Shn3 3'UTR firefly luciferase, 24 h. inhibition, % at 12.5 µM. 360,000 compounds, 0.52% hits. AID 588674;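 active = mean inhibition of at least 75% with every replicate also reaching 75%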;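 also: 0% = median of neutral control wells and 100% = pilot-screen positive control compound; some compounds past the cut are filed as inactive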
# EBV LMP1 NFkB – Epstein-Barr LMP1 NF-kappaB reporter inhibition; LMP1-induced NF-kappaB luciferase reporter cells, luminescence; inhibition, % at 12.5 µM; 350,000 compounds, 0.69% hits; in the data active = inhibition above about 41%;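 also: 0% = neutral control wells and 100% = reference inhibitor control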
# The depositor's hits bear a star; / = no result given.
SMILES,NCOA3 inh,TRAIL sens C8,CF NFkB block,TROY NFkB inh,NR2F2 inh,SRC1 inh,KKLEB tox,TWEAK-Fn14 inh,NR5A2 inv ag,Shn3 3UTR inh,EBV LMP1 NFkB
COc1ccc(-n2c(=S)[nH]c3cc(C(=O)NCc4ccc(F)cc4)ccc3c2=O)c(OC)c1,7.3,-4.9,5.4,16.8,11.2,18.2,-16.8,-0.2,-1.1,37.5,13.2
O=C(CSC(=S)N1CCCC1)N(Cc1nnc(-c2ccccc2Cl)o1)C1CC1,5.6,0.7,-7.5,-11.6,4.1,-2.4,6.6,-23.9,9.5,10.8,-0.6
CC(CCc1ccccc1)NC(=O)CCNS(=O)(=O)c1ccccc1C(F)(F)F (stereo not drawn),-3.9,-0.7,-3.3,-9.1,-0.3,1.9,5.8,-11.4,-24.3,-8.5,0.2
CCCCNC(=O)Cn1nc([N+](=O)[O-])c([N+](=O)[O-])c1C,16.7,-12.0,-16.9,-15.4,-8.6,14.1,0.4,12.4,17.4,-14.5,4.4
Cc1ccc(NC(=O)c2cccc(S(=O)(=O)N3CCN(C)CC3)c2)cc1F,-23.0,-22.3,2.9,-2.4,9.0,0.5,1.0,11.6,3.1,-63.1,-6.8
NC(N)=Nc1ccc(C=C2C=Cc3ccccc32)cc1,-15.2,87.0*,0.4,-29.0,-10.3,-33.4,0.7,8.1,-23.5,-3.7,-6.1
CC(CNS(=O)(=O)c1ccc(Br)cc1)CN(C)C (stereo not drawn),22.8,-2.8,9.1,5.8,-17.5,8.7,3.6,9.4,2.9,-7.1,-2.2
CCNC(=O)C/C(C)=N/NC(=O)C12CC3CC(CC(C3)C1)C2,-20.9,18.8,-12.1,-19.5,-14.8,-8.5,5.0,-21.5,-10.8,-1.6,-3.9
CCCCCCCCCCCCC/C=C/[C@@H](O)[C@@H](N)CO,-7.0,71.2*,-8.4,-5.4,2.7,-1.1,-1.0,-30.0,-29.2,-29.3,4.0
O=C(Nc1ccccc1Cl)c1cc(C2CCCN(S(=O)(=O)c3cccs3)C2)on1 (stereo not drawn),-33.4,-5.2,4.0,9.5,2.4,-0.7,2.4,-8.3,-10.3,-11.5,/
O=C(CNC(=O)c1ccc(N2CCCC2=O)cc1)Nc1ccc(F)c(F)c1F,-3.6,-19.5,-1.2,-7.5,-1.6,-0.4,0.4,11.9,4.6,-0.1,-3.2
CCCN(CC(=O)Nc1ccccc1C)C(=O)c1nn(CC)c(=O)c2ccccc12,-1.1,-0.1,-14.9,10.1,9.5,2.3,5.9,-11.6,5.8,-1.3,6.0
O=C(COc1ccc(-n2cnnn2)cc1)Nc1ccccc1OC(F)F,7.9,-7.7,-39.5,8.3,-22.0,2.3,13.5,-5.5,2.4,-16.1,-0.6
Cc1ccccc1NC(=O)c1cc(S(=O)(=O)N2CCOCC2)cn1C,-8.0,-9.5,-9.9,0.6,-0.8,0.4,2.6,1.9,4.0,-5.9,1.2
Cc1ccc(CNC(=O)CS(=O)Cc2nc(-c3cccs3)oc2C)cc1 (stereo not drawn),12.0,0.8,29.3,-0.3,1.7,-0.7,-13.7,-6.7,-0.3,-1.9,2.9
COc1ccc(Cl)cc1NC(=O)CSc1nnc(CN2CCOCC2)n1-c1ccc(Cl)cc1,13.4,2.9,1.2,26.9,0.3,20.3,-7.3,-0.1,-19.6,3.5,5.0
Cc1c(C(=O)NCc2cccc(C(F)(F)F)c2)sc(=O)n1Cc1ccccc1F,-9.5,0.1,15.4,11.8,1.8,-7.6,-12.4,-16.4,9.2,-4.9,/
COc1cccc(-c2noc(-c3ccc(Br)o3)n2)c1,-103.5,15.8,-4.3,-73.8,-59.2,-93.2,11.8,-5.8,-142.6,-122.1,-45.7
COC(=O)CSc1ccc(S(=O)(=O)N2CCC(C)CC2)cc1[N+](=O)[O-],16.0,-0.6,8.1,-35.8,3.2,13.4,-0.3,-6.4,6.5,-10.6,6.1
CCCCn1c(SCC(=O)Nc2nnc(C)s2)nnc1-c1ccoc1C,-10.7,-8.8,7.0,-3.9,-0.6,-3.2,-25.9,13.0,-4.1,-1.5,3.3
COc1ccc(Cc2c(C)nc(N)nc2Cl)cc1,6.8,-4.7,11.1,0.7,-1.5,18.4,2.6,12.9,6.9,-1.9,3.0
CCCCNC(=O)CCn1nc(-c2ccccc2)ccc1=O,9.9,-2.5,10.3,2.6,19.0,14.4,3.6,-22.2,-1.3,12.0,5.9
O=C(CCNC(=O)c1ccco1)Nc1ccc(OC(F)(F)F)cc1,9.2,16.6,21.2,-11.9,-6.3,-6.9,6.6,-18.9,-0.4,8.3,-2.4
CCOC(=O)C1=C(N)Oc2ccc3ccccc3c2C1c1cccc(O)c1 (stereo not drawn),8.2,13.7,-7.2,47.1,-9.0,4.0,8.7,10.8,13.6,8.9,0.8
O=C(CCC1CCCN(C(=O)C2CCCC2)C1)NCc1ccc(F)c(F)c1 (stereo not drawn),-1.1,0.5,-14.3,-22.7,-12.4,-14.4,12.5,-1.3,-2.3,-8.3,-5.7
# Following part.
SMILES,NCOA3 inh,TRAIL sens C8,CF NFkB block,TROY NFkB inh,NR2F2 inh,SRC1 inh,KKLEB tox,TWEAK-Fn14 inh,NR5A2 inv ag,Shn3 3UTR inh,EBV LMP1 NFkB
COc1cc2c(cc1OC)[C@@H]1Cc3ccc(OC)c(OC)c3CN1CC2,10.4,8.9,-5.8,-19.7,-19.1,10.4,-8.9,6.5,21.7,9.5,-12.0
O=C(Cn1cc2c(n1)CCCCC2)NCCN1CCOCC1,1.4,-16.2,-6.6,-1.9,-24.0,-7.8,7.2,-2.7,4.6,-4.9,4.8
CCCCCCn1c(SCC(=O)Nc2cc(C)on2)nc2ccccc2c1=O,13.1,2.4,1.2,3.4,7.9,14.4,-9.8,9.9,3.9,54.9,-1.6
Clc1ccc(C2Nc3ccccc3-n3cccc32)cc1 (stereo not drawn),-6.4,2.2,-10.4,-37.8,7.8,-25.9,2.4,35.2,19.0,-19.0,-8.9
CC(=O)NCCC1CCN(C(=O)C2CCC(=O)N(C3CCCC3)C2)CC1 (stereo not drawn),-19.7,-6.2,10.1,-11.9,-0.9,-14.0,-5.2,-2.0,11.7,8.3,0.3
CCOC(=O)N1CCC(NC(=O)Cn2cc3c(n2)CCCCC3)CC1,7.2,5.3,3.7,13.7,-1.9,-10.0,5.4,29.9,17.2,-6.6,6.0
COc1ccc(S(=O)(=O)N2CCOCC2)cc1NC(=O)CN(C)Cc1c(F)cccc1Cl,12.4,-27.9,2.5,31.8,32.0,9.5,5.9,0.0,-11.0,31.4,6.7
O=C1CN(C(=O)c2ccco2)c2ccccc2N1,29.4,-10.8,-8.8,-10.2,-20.1,-2.8,-1.0,2.4,13.2,-6.4,17.9
COc1cc(SC)ccc1C(=O)NCC1CCCCC1,-54.8,10.6,-3.9,-65.3,-26.2,-54.7,4.6,-8.7,-61.5,-86.9,-31.3
COCC(O)Cn1ccnc1N=Nc1ccccc1 (stereo not drawn),-9.5,-31.0,-9.7,-5.5,12.2,-30.8,-3.4,5.1,-17.6,-11.9,/
CS(=O)(=O)N(CC(=O)Nc1cccc([N+](=O)[O-])c1)c1cccc(F)c1,19.7,-6.8,5.8,10.8,-7.8,-4.1,-17.7,16.3,9.5,2.1,-6.2
CNC(=O)Cn1nc(-c2ccc(C)cc2)c2ccccc2c1=O,-6.3,-18.8,-5.8,3.4,4.3,10.1,3.3,10.1,-4.5,5.2,-4.7
Cc1ccc(NC(=O)C2c3ccccc3Oc3ccccc32)c(C)c1,20.6,6.4,-2.1,-9.6,19.4,6.8,3.3,-28.8,14.4,-72.3,2.1
CC(=O)N1CCc2cc(Br)cc(S(=O)(=O)NCCN3CCCCC3C)c21 (stereo not drawn),-9.0,18.6,7.8,-2.9,5.9,0.2,1.4,7.7,6.5,6.0,-3.1
O=C(O)CN1C(=O)CNC1=O,7.0,4.2,-5.5,12.3,-1.6,-6.3,19.5,2.3,5.3,-2.7,-5.9
COc1cc(C)nc(NS(=O)(=O)c2ccc(C)cc2)n1,-23.2,-17.4,-0.4,-11.8,18.4,2.8,1.9,-17.8,-10.3,-6.8,0.7
COc1cc(C)c(NC(=O)C(=S)N2CCCC2)cc1C,13.8,5.4,-5.0,-4.6,-13.3,7.4,10.0,-12.4,-3.4,-15.4,0.7
CN(C)C1CN(Cc2cn(Cc3ccc(Cl)cc3)nn2)S(=O)(=O)C1 (stereo not drawn),/,-23.2,/,6.4,-7.9,/,/,-8.9,11.6,/,/
Cc1onc(-c2ccccc2Cl)c1C(=O)Nc1ccccc1,-6.8,-4.2,4.9,5.3,8.8,-2.0,-2.9,23.0,9.7,-15.1,-0.4
Cc1nc2cc(O)ccc2n1C,3.9,-4.0,-5.7,10.0,-8.4,14.5,5.2,0.2,10.3,24.4,-2.1
O=C(NCc1ccccc1OC(F)(F)F)C1CCC(=O)N(CCCN2CCOCC2)C1 (stereo not drawn),4.9,6.1,-1.3,-19.3,14.7,4.2,-4.1,11.2,-14.0,0.7,7.1
Cc1nn(C)cc1CNC(=O)Nc1ccc(Br)cc1Cl,-8.5,-12.8,-2.8,-22.3,-5.2,-16.9,-4.3,-7.2,-13.7,-1.2,-1.3
CN(C(=O)c1ccc(NC(=O)Cc2ccc(NC(=O)C3CCN(C(=O)c4ccccc4)CC3)cc2)cc1)C1CC1,-6.3,-4.0,-8.9,6.8,3.0,-37.1,12.5,-18.0,0.9,-16.1,-10.4
Cn1c(=O)c2cc3ccc(Cl)cc3nc2n(C)c1=O,-10.4,5.1,-75.5,-7.1,-7.8,3.3,3.0,-9.9,-18.6,16.2,/
CC1CC(C)(C)OC(c2ccc(C(C)C)cc2)O1 (stereo not drawn),3.3,-10.1,5.4,-12.5,-11.1,-13.8,-12.8,37.8,13.2,-15.4,-3.6
# Remaining list, next part:
SMILES,NCOA3 inh,TRAIL sens C8,CF NFkB block,TROY NFkB inh,NR2F2 inh,SRC1 inh,KKLEB tox,TWEAK-Fn14 inh,NR5A2 inv ag,Shn3 3UTR inh,EBV LMP1 NFkB
COC(=O)C1CSC(C(=O)OC)N1C(=O)CN1CC(C)OC(C)C1 (stereo not drawn),9.5,-8.3,-2.6,20.9,-19.4,1.9,8.4,12.7,-9.6,-0.4,-14.6
Cc1ccc(NC(=O)CN2C(=O)S/C(=C\c3ccccn3)C2=O)cc1,7.3,2.9,7.1,0.1,13.1,5.1,1.2,-3.7,-12.1,-6.6,-3.2
CCO[C@@H]1OC(C(N)=O)=C[C@H](c2ccc(C(F)(F)F)cc2)[C@H]1CCCO,-5.2,-12.1,-2.9,-6.6,-17.6,-2.0,16.2,-17.9,-12.3,-3.6,-2.6
Cn1c(=O)[nH]c(=O)c2c1nc(N1CCOCC1)n2CCCSc1ncccn1,-9.1,-14.6,9.8,10.6,-20.6,-0.6,4.1,2.3,1.1,-1.7,-2.6
O=Cc1c(N2CCSCC2)nc2ccccn2c1=O,3.2,-13.5,-2.8,-15.6,-4.9,-9.0,-0.6,3.6,-0.2,-0.4,5.1
COc1ccc(C(NC(=O)C2CCN(CCOc3ccc(F)cc3)CC2)c2cccs2)cc1 (stereo not drawn),-12.5,8.5,6.5,11.0,-12.6,-2.5,4.8,-3.5,-8.5,16.6,/

# These rows are one share of the data; the hit share may differ from the screen's.
